Screens from PubChem BioAssay.
CRFBP-R2 block: antagonists of CRF-BP/CRF-R2 complex, primary screen, cell-based, HEK293, calcium dye fluorescence, uHTS; CRF-induced calcium fluorescence; inhibition, % at 11.8 µM; actives 0.59% (n = 350,000);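 active = inhibition of the ligand-induced calcium signal above about 50% at the single tested concentration, limit read from the data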
CHRM4 antagonist: human M4 muscarinic receptor antagonists, primary screen, CHO cells, Fluo-8 calcium fluorescence | CHO-hM4 cells, ACh EC80 | inhibition, % at 3 µM | actives 0.73% (n = 360,000) | AID 624125, 2012;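 active = inhibition above its plate's cutoff, the mean inhibition of sample wells plus 3 SD, cut at about 27% in these data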;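 note: 0% = acetylcholine EC80 with DMSO and 100% = DMSO without agonist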
CRFR2-BP ag: agonists of CRF-BP/CRF-R2 complex, primary screen, cell-based, HEK293, calcium dye fluorescence, uHTS; activation, % at 13.2 µM; actives 0.46% (n = 350,000); CRF-binding protein / CRF receptor 2 complex (human); calcium dye fluorescence (FLIPR); percent of saturating CRF peptide response;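 active = activation of at least 50%, plus an integration ratio under a set limit after plate pattern correction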;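 note: plate controls were neutral control wells without compound for no effect and CRF at EC100 for full effect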
CHRM1 PAM: human M1 muscarinic receptor positive allosteric modulators, primary screen, CHO-K1 cells, Fluo-8 calcium fluorescence, 1536-well; Muscarinic acetylcholine receptor M1 (Homo sapiens), P11229; CHO-K1 hM1, ACh EC20; 0% = ACh EC20, 100% = maximal ACh; activation, % at 3 µM; actives 0.088% (n = 360,000); AID 588819, 2011; in the data active = activation above about 19%, passing the limit was not always enough
Target sequence (P11229 whole entry, looked up): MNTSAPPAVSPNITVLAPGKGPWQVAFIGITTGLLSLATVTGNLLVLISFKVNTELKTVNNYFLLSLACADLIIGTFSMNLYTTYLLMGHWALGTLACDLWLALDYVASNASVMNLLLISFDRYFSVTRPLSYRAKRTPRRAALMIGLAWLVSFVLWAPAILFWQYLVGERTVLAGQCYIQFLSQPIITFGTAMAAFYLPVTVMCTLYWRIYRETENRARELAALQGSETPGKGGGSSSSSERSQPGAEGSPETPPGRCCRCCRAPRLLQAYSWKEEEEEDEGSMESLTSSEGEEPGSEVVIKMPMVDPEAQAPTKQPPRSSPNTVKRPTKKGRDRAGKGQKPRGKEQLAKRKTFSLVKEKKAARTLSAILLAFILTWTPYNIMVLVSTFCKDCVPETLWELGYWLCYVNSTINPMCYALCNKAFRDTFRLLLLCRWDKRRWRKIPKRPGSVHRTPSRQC
CHRM5 antagonist: human M5 muscarinic receptor antagonists, primary screen, CHO cells, Fluo-8 calcium fluorescence; Muscarinic acetylcholine receptor M5 (Homo sapiens), P08912; CHO-hM5 cells, ACh EC80; inhibition, % at 3 µM; actives 0.59% (n = 360,000);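 active = inhibition above a per-plate cutoff, the mean of that plate's test compounds plus 3 SD, cut at about 27% in these data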;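 note: 0% = acetylcholine EC80 with DMSO and 100% = DMSO without agonist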
Target sequence (P08912 whole entry, looked up): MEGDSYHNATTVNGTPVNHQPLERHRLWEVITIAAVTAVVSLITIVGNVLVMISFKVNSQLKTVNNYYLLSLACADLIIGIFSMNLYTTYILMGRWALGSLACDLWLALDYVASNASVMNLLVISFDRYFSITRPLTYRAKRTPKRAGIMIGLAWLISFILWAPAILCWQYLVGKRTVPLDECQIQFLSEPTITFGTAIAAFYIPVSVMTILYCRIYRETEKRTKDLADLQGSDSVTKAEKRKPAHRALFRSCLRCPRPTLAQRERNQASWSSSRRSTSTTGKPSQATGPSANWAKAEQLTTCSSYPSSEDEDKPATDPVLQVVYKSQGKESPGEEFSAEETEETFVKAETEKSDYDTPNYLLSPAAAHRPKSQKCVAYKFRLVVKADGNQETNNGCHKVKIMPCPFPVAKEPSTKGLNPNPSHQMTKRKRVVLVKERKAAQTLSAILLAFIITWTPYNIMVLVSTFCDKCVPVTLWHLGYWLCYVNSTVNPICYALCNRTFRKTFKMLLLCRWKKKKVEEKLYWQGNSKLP
CHRM5 agonist: human M5 muscarinic receptor agonists, primary screen, CHO-K1 cells, Fluo-8 calcium fluorescence; actives 0.19% (n = 360,000); AID 624037, 2012; CHO-K1 hM5 cells; 0% DMSO wells, 100% maximal acetylcholine response; Muscarinic acetylcholine receptor M5 (Homo sapiens), P08912; activation, % at 3 µM;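 active = activation above the run's mean over test compounds plus 3 SD, cut at about 23% in these data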;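 note: signal is peak over basal fluorescence ratio across the kinetic read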
M4 PAM: human M4 muscarinic receptor positive allosteric modulators, primary screen, CHO-K1 cells, Fluo-8 calcium fluorescence | Muscarinic acetylcholine receptor M4 (Homo sapiens), P08173 | activation, % at 3 µM | actives 0.4% (n = 360,000) | CHO-K1 hM4/Gqi5, ACh EC20; 0% = ACh EC20, 100% = maximal ACh | AID 624126, 2012;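 active = activation above its plate's cutoff, the mean activation of sample wells plus 3 SD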; note: some results filed as inactive read as strong as hits
M5 PAM: human M5 muscarinic receptor positive allosteric modulators, primary screen, CHO-K1 cells, Fluo-8 calcium fluorescence. CHO-K1 hM5, ACh EC20 PAM; 0% = ACh EC20, 100% = ACh EC100. actives 0.3% (n = 360,000). Muscarinic acetylcholine receptor M5 (Homo sapiens), P08912. activation, % at 3 µM;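 active = activation above the run cutoff, the mean activation of all test compounds plus 3 SD, cut at about 18% in these data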
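system = human M5 receptor in CHO-K1 cells | reagent = EC20 acetylcholine as agonist stimulus | compound dosing = single-point, 3 µM nominal | incubation = Fluo-8 loading 80 min at 37 °C plus 30 min room temperature | detection = Fluo-8 calcium dye fluorescence, kinetic read | benchmarks = low control EC20 acetylcholine (0%), high control EC100 acetylcholine (100%)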
CHRM4 agonist: human M4 muscarinic receptor agonists, primary screen, CHO-K1 cells, Fluo-8 calcium fluorescence | CHO-K1 hM4/Gqi5; vehicle 0%, full acetylcholine response 100% | AID 624127, 2012 | Muscarinic acetylcholine receptor M4 (Homo sapiens), P08173 | activation, % at 3 µM | actives 0.14% (n = 360,000);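 active = activation above the run mean over all test wells plus 3 SD, cut at about 32% in these data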;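 note: peak over basal fluorescence ratio per well then scaled between controls; 0% = DMSO wells and 100% = acetylcholine at EC100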
Starred values were filed as active, the others as inactive. Rows are unselected; any-hit rate near 2.6%.

#	mol	CRFBP-R2 block	CHRM4 antagonist	CRFR2-BP ag	CHRM1 PAM	CHRM5 antagonist	CHRM5 agonist	M4 PAM	M5 PAM	CHRM4 agonist
1	Cc1ccc([C@@H]2CC(=O)[C@@H]3CN(S(=O)(=O)c4ccc(C)cc4)[C@H](c4ccc(Cl)cc4)C[C@@H]3N2S(=O)(=O)c2ccc(Cl)cc2)cc1	10.6	-20.9	-1.6	14.7	-1.7	0.6	-1.4	-4.5	0.7
2	COc1cc2cc(C(=O)N/N=C/c3cccc(OC)c3OC)[nH]c2cc1OC	-17.9	6.7	-1.4	-1.4	8.2	2.6	-11.7	-15.6	13.6
3	O=C(NN1C(=O)/C(=C/C=C/c2ccccc2)SC1=S)c1ccncc1	-33.5	0.5	3.1	-1.5	1.0	4.9	2.3	-3.2	2.2
4	Cc1nn(-c2ccccc2)c(Cl)c1/C=N/Nc1ccc(S(=O)(=O)Nc2ccccc2C(=O)O)cc1[N+](=O)[O-]	74.0*	5.9	-1.0	-6.7	10.2	-1.4	-3.0	-6.7	0.0
5	CC(C)(C)N1NC2(CCCCC2)NC1=S	10.0	-6.3	0.3	-1.1	-2.0	-1.4	1.2	11.8	-0.1
6	CC(Oc1cccc(Cl)c1)C(=O)N(C)CC(=O)Nc1ccc(N2CCOCC2)cc1 (stereo unspecified)	1.5	-2.8	-1.2	14.5	-10.6	-3.5	6.5	0.0	1.3
7	CC(C)(C)c1nc(Sc2ccc([N+](=O)[O-])cn2)n[nH]1	14.6	-3.0	4.1	9.1	10.1	-3.3	3.1	-2.9	0.4
8	CC1CCC(NC(=O)c2nn(C)c3c2CSc2ccccc2-3)CC1 (stereo unspecified)	1.1	-0.1	0.3	-2.9	18.9	-2.4	-2.0	-6.3	1.0
9	CC(=O)c1ccc(NC(=O)CCc2c(C)nc3ncnn3c2C)cc1	-32.2	11.8	-0.3	-9.8	1.7	1.0	0.9	-3.1	0.6
10	COc1ccc(OC)c(NC(=O)c2ccccc2SC)c1	3.0	-7.2	-2.0	11.9	10.7	-0.7	2.8	-3.5	-0.1
11	COc1ccc(/C(C)=N/Nc2nc(C)c(C(C)=O)s2)cc1	0.4	8.8	0.6	4.3	6.8	-0.7	-1.5	-3.8	0.3
12	O=C1C2Sc3[nH]c(=O)sc3C(c3cc([N+](=O)[O-])ccc3O)C2C(=O)N1c1ccccc1 (stereo unspecified)	9.9	-2.2	-1.8	4.6	-10.8	1.9	0.3	6.4	1.0
13	CC(OC(=O)Cc1ccc(Br)cc1)C(=O)NC1CCCCC1C (stereo unspecified)	-1.0	7.6	-4.5	6.2	8.0	-1.2	-2.4	-4.1	0.2
14	CCN(CC)C(=O)C1c2ccccc2Oc2ccccc21	0.2	19.9	-0.6	-0.7	14.1	53.3*	-14.8	-12.3	32.7*
15	CCOc1ccc(-n2c(SCC(=O)Nc3ccc(Br)cc3)nc3n[nH]c(C)c3c2=N)cc1	15.1	-1.4	-2.5	2.7	-9.4	-4.2	-8.8	-0.9	-0.8
16	COc1cc(NC(=O)CN(C)S(=O)(=O)c2ccc3nc(C)sc3c2)cc(OC)c1	-9.7	-2.7	-1.6	11.7	-17.4	1.0	8.2	12.7	3.3
17	O=C1C2C3C=CC(CC3)C2C(=O)N1c1ccccc1 (stereo unspecified)	8.5	-1.5	-0.6	13.5	0.3	-2.5	1.0	0.9	1.3
18	NC(Cc1ccc2nonc2c1)C(=O)O (stereo unspecified)	-9.1	0.9	0.1	6.0	0.5	1.5	-5.9	0.8	0.3
19	Cc1ccc(-n2c(-c3ccc(Cl)cc3)n[nH]c2=S)c(C)c1	-9.9	20.9	0.3	7.8	30.4*	4.3	22.6*	-1.6	6.0
20	COCCn1c(SCC(=O)Nc2nc3ccccc3s2)nnc1-c1ccoc1C	15.0	-8.1	-0.1	3.1	0.9	-1.5	-0.9	-9.3	1.8
21	O=C(Cc1ncc(C(F)(F)F)cc1Cl)NCCc1ccccn1	-1.8	-10.7	1.1	5.4	10.0	1.0	7.4	-6.5	2.2
22	COc1ccccc1NC(=O)C(C)OC(=O)CCCOc1ccccc1 (stereo unspecified)	-3.9	-22.5	-0.5	11.9	7.0	0.6	9.2	-1.5	3.5
23	CCCc1nnc(NC(=O)C(C)N2C(=O)C3C4C=CC(C4)C3C2=O)s1 (stereo unspecified)	-15.6	0.8	0.7	-0.6	4.4	0.7	-2.6	-1.8	1.2
24	COCC1CCN(Cc2nc(-c3ccc(OC)cc3)no2)CC1	12.1	-6.6	-0.4	6.1	9.7	3.1	-5.6	-0.7	2.0
25	O=c1[nH]c(C2CCN(S(=O)(=O)Cc3ccccc3)CC2)nc2c1nnn2Cc1ccccc1	-6.2	-1.5	-0.2	8.2	4.3	-3.0	-9.1	4.6	0.0
26	Cc1ccc(SCC(=O)N2CCN(c3ccccn3)CC2)cc1	6.8	11.9	-0.5	-3.6	3.2	3.3	0.6	-5.4	9.6
27	CC1CC(C)CN(S(=O)(=O)c2ccccc2[N+](=O)[O-])C1 (stereo unspecified)	19.3	-6.4	-4.3	-2.6	-3.9	-3.9	5.3	-0.6	-1.3
28	CCOc1cc(/C=N/NC(=O)c2ccccc2-n2cccc2)ccc1O	12.7	-8.4	-1.8	18.1	-0.1	0.2	3.1	3.1	1.1
29	CC(=O)c1ccc(OCc2cc(C(=O)NCCN3CCCC(O)C3)no2)cc1 (stereo unspecified)	1.0	2.9	3.9	0.1	2.7	-1.7	-2.6	-0.3	0.5
30	NC1=NC2OC(CO)C(O)C2O1 (stereo unspecified)	-3.0	1.1	-0.9	-0.3	2.6	0.9	1.4	2.9	1.1
31	COc1ccc(N=C2S/C(=C\c3cc(C)n(C)c3C)C(=O)N2C)cc1	-7.3	-2.9	2.1	-13.5	0.6	-5.3	1.1	-9.8	1.1
32	C=CCOCC(O)Cn1c(N2CCCC2)nc2c1c(=O)n(C)c(=O)n2C (stereo unspecified)	5.2	-0.2	-1.2	7.9	9.4	0.1	-1.0	-1.2	1.9
33	O=C(CN1CCCCC1)Nc1ccc(S(=O)(=O)c2ccc(NC(=O)CN3CCCCC3)cc2)cc1	-10.3	-3.5	-0.9	9.0	15.0	-3.4	1.2	-2.1	1.0
34	N/C(=N\OC(=O)CCC1CCCCC1)c1ccccn1	-12.4	9.1	2.3	13.5	-9.1	0.3	9.9	9.7	-1.2
35	CCN=C(NCC)SC1CC(=O)N(CCc2ccccc2)C1=O (stereo unspecified)	7.6	2.4	0.7	4.8	26.0	7.5	-5.1	-28.5	10.5
36	CC(Oc1ccccc1)C(=O)NC1CC(C)(C)NC(C)(C)C1 (stereo unspecified)	9.4	-6.1	0.3	7.6	2.3	-6.8	6.8	1.5	0.8
37	O=C(c1cc(-c2cccs2)on1)N1CCN(c2ccc(F)cc2)CC1	-23.5	8.2	1.7	-2.2	9.4	0.8	-6.7	-8.1	0.0
38	O=C(NC(=S)Nc1ccccc1Cl)c1cncc(Br)c1	-29.5	4.1	-0.6	-4.4	15.0	-1.8	1.4	-5.7	0.3
39	O=C(O)C1Cc2[nH]cnc2C(c2ccc(F)cc2)N1 (stereo unspecified)	5.8	-0.9	-1.1	13.0	9.2	-1.6	4.0	-0.7	0.8
40	COc1ccccc1NC(=O)CSc1nnc(-c2ccncc2)o1	-8.3	-9.4	2.1	3.3	-2.6	-1.5	6.0	22.8*	1.6
41	Cc1cc(C)n2nc(C(=O)NC3CCCc4ccccc43)nc2n1 (stereo unspecified)	0.2	5.9	5.9	7.2	8.6	0.3	-4.4	-1.7	1.1
42	N#Cc1ccc(N2Cc3ccccc3C2=NC(=O)c2cccs2)cc1	14.4	-3.9	1.0	9.6	3.9	-4.8	6.7	-4.2	0.4
43	O=C(Nc1ccc(NC(=O)c2ccccc2Cl)nc1)c1ccncc1	6.0	-8.5	0.6	3.8	-1.4	3.1	-3.6	-9.4	2.9
44	CN(C)C(=O)CSc1nnc(-c2cccnc2)n1-c1ccccc1	-13.9	-7.6	4.6	7.0	-0.2	4.2	6.5	2.1	-0.4
45	COc1ccc(OC)c(CNC(=O)Cc2c(C(=O)O)[nH]c3ccccc23)c1	11.5	0.3	0.3	2.0	3.2	-0.7	1.3	-1.7	-0.8
46	CCCn1c(SCC(=O)Nc2nnc(CC)s2)nnc1-c1ccco1	-35.3	4.1	-0.5	4.7	2.4	0.8	-2.1	0.6	0.1
47	Cc1cccc(-c2nc(CS(=O)CC(=O)NCCc3ccc(Cl)cc3)c(C)o2)c1 (stereo unspecified)	6.1	0.8	-1.1	13.8	18.1	-3.3	2.7	0.8	3.7
48	CCOC(=O)c1c(C)nc2sc(C(N)=O)c(N)c2c1-c1ccccc1	-5.3	-10.3	-2.3	3.5	-3.9	2.6	1.4	13.3	4.1
49	CC(=O)n1cc(/C=C2/N=C(c3ccccc3)OC2=O)c2ccccc21	-26.4	3.1	-0.9	7.3	-1.8	-1.4	-7.0	-3.2	1.3
50	COc1ccc(-n2ccc(=O)c(C(=O)O)n2)cc1	-12.2	-0.9	3.7	10.1	4.8	-1.3	-1.8	0.4	1.1

The results go on:
#	mol	CRFBP-R2 block	CHRM4 antagonist	CRFR2-BP ag	CHRM1 PAM	CHRM5 antagonist	CHRM5 agonist	M4 PAM	M5 PAM	CHRM4 agonist
51	O=C(Nc1ccccc1)N1CC=C(c2ccc(F)cc2)CC1	5.3	-7.2	-1.0	3.8	-13.4	2.6	-0.6	-3.3	4.9
52	CCOC(=O)c1c(C(=O)OCC)c(C)n(N2C(=O)CSC2=S)c1C	3.1	-5.4	2.1	4.6	-11.3	-1.5	23.8	8.9	1.1
53	Cc1ccc(S(=O)(=O)N2CCN(Cc3nnc(-c4c(-c5ccccc5)noc4C)o3)CC2)cc1	1.0	0.1	-0.1	3.9	5.7	1.2	-0.1	1.3	0.3
54	Cc1ccc(-n2cccn2)c(CN2CCCC(CNC(=O)c3ccc(F)cc3)C2)c1 (stereo unspecified)	-9.1	7.9	-0.4	5.1	0.6	-10.1	-13.0	5.0	1.4

Structures above containing a thiophene ring, fused or not (three):
#	mol	CRFBP-R2 block	CHRM4 antagonist	CRFR2-BP ag	CHRM1 PAM	CHRM5 antagonist	CHRM5 agonist	M4 PAM	M5 PAM	CHRM4 agonist
37	O=C(c1cc(-c2cccs2)on1)N1CCN(c2ccc(F)cc2)CC1	-23.5	8.2	1.7	-2.2	9.4	0.8	-6.7	-8.1	0.0
42	N#Cc1ccc(N2Cc3ccccc3C2=NC(=O)c2cccs2)cc1	14.4	-3.9	1.0	9.6	3.9	-4.8	6.7	-4.2	0.4
48	CCOC(=O)c1c(C)nc2sc(C(N)=O)c(N)c2c1-c1ccccc1	-5.3	-10.3	-2.3	3.5	-3.9	2.6	1.4	13.3	4.1
